# Bioassay records deposited in PubChem BioAssay by Broad Institute.
# EZH2 inh = EZH2/PRC2 methyltransferase inhibitors, primary screen, biochemical, DELFIA time-resolved fluorescence, single point | Histone-lysine N-methyltransferase EZH2 (Homo sapiens), Q15910 | PRC2 H3K27 methylation, DELFIA TRF, 1 h | inhibition, % at 12.5 µM | 0.35% of 57,000 active | AID 651548, 2012;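 active = mean inhibition of replicates at least 50% and every single replicate also reaching 50%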;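 note: dimethyl H3K27 on biotinylated H3 21-44 peptide detected by antibody; plate controls were median neutral control wells for no effect and median positive control wells for full effect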
# IDH1 R132H inh = inhibitors of IDH1 R132H reductase, primary screen, biochemical, plate reader, single point; Isocitrate dehydrogenase [NADP] cytoplasmic (Homo sapiens), O75874; diaphorase/resazurin fluorescence, 60 min; inhibition, % at 10 µM; 0.18% of 70,000 active; in the data active = inhibition above about 34%;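 note: 0% = DMSO and 100% = no enzyme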
# Target sequence (O75874 whole entry R132H): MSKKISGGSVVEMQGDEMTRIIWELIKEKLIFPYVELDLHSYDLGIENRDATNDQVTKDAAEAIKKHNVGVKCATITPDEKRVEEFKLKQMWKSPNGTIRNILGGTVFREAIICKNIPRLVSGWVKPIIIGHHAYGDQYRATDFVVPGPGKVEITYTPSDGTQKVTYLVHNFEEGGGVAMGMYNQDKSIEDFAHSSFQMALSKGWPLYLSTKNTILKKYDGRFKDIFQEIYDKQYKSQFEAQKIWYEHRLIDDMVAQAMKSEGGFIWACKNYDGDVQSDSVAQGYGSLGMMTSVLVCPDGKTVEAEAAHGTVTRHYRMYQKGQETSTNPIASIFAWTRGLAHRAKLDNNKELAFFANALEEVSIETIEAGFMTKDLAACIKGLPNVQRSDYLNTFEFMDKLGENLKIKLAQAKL
# * marks the source's active call; other numbers are inactive results; . = not tested or not shown.
SMILES,EZH2 inh,IDH1 R132H inh
COc1ccc(NC(=O)N(C)C[C@H]2Oc3ncc(C4=CCCC4)cc3C(=O)N([C@@H](C)CO)C[C@H]2C)cc1,-3,.
CC(C)NC(=O)N(C)C[C@@H]1Oc2ncc(-c3ccc(C(=O)N(C)C)cc3)cc2C(=O)N([C@@H](C)CO)C[C@H]1C,4,-4.5
CC(C)NC(=O)Nc1ccc2c(c1)C(=O)N([C@@H](C)CO)C[C@@H](C)[C@@H](CN(C)C(=O)CCC(F)(F)F)OCCCC[C@@H](C)O2,-5,.
CCc1cccc(C)c1NC(=O)CSc1nc2cc(C)cc(-n3nc4ccccc4n3)c2o1,-5,-0.1
CCn1c(SCC(=O)Nc2ccc3c(c2)OCCO3)nnc1-c1ccccc1,3,-0.2
COc1cccc(-c2cn(CC[C@H]3CC[C@@H](NC(=O)CC4CC4)[C@H](CO)O3)nn2)c1,1,-0.3
CCc1nc(SCC(=O)Nc2ccccc2Cl)n[nH]1,-15,0.2
COc1ccccc1NC(=O)Cn1cnc2c1c(=O)n(C)c(=O)n2C,-15,-0.1
C[C@H]1CN([C@@H](C)CO)C(=O)Cc2cc(NC(=O)Nc3cccc4ccccc34)ccc2O[C@H]1CN(C)S(=O)(=O)c1ccc(Cl)cc1,.,3.0
Cc1ccc(S(=O)(=O)N[C@@H]2CC[C@H](CCNC(=O)c3ccc4c(c3)OCO4)O[C@H]2CO)cc1,8,-0.2
COc1ccc(S(=O)(=O)N(C)C[C@H]2Oc3c(NC(=O)C4CC4)cccc3C(=O)N([C@H](C)CO)C[C@H]2C)cc1,.,1.3
C[C@@H]1CN([C@@H](C)CO)C(=O)Cc2cc(NC(=O)Nc3cccc4ccccc34)ccc2O[C@@H]1CN(C)CC1CC1,.,1.2
C[C@@H]1CN([C@@H](C)CO)C(=O)Cc2cc(NC(=O)CCN3CCOCC3)ccc2O[C@H]1CN(C)S(=O)(=O)c1ccc(F)cc1,-24,0.1
CC(=O)N(C)C[C@@H]1Oc2ncc(-c3cccc(C#N)c3)cc2C(=O)N([C@@H](C)CO)C[C@H]1C,6,-1.7
C[C@@H]1CN([C@H](C)CO)C(=O)c2cc(NS(=O)(=O)c3cccs3)ccc2O[C@@H]1CN(C)Cc1ccncc1,.,0.3
CO[C@H]1CN(C)C(=O)c2ccc(NC(=O)Cc3ccccc3)cc2OC[C@@H](C)N(C(=O)c2ccccc2F)C[C@H]1C,-1,-0.3
COc1ccc2ncnc(NCc3ccc4c(c3)OCO4)c2c1,2,-0.5
C[C@H]1CN([C@@H](C)CO)C(=O)c2cc(C#CC3(O)CCCC3)cnc2O[C@@H]1CN(C)S(=O)(=O)c1ccccc1,.,0.3
O=c1n(CCCN2CCN(c3cccc(Cl)c3)CC2)nc2ccccn12,.,0.3
CO[C@@H]1CN(C)C(=O)c2ccc(NC(C)=O)cc2OC[C@@H](C)N(S(C)(=O)=O)C[C@H]1C,-9,-0.3
CN(C)S(=O)(=O)c1ccc(NC(=O)CCC(=O)O)cc1,-8,-0.6
CC(=O)N(C)C[C@H]1Oc2cc(C#CC3CC3)ccc2S(=O)(=O)N([C@@H](C)CO)C[C@@H]1C,-5,-2.9
CCS(=O)(=O)N[C@H]1CC[C@H](CC(=O)NCc2ccc(Cl)cc2)O[C@H]1CO,-2,0.2
COc1ccc(S(=O)(=O)Nc2cccc3c2O[C@H](CN(C)C(=O)Nc2ccc(F)cc2)[C@@H](C)CN([C@@H](C)CO)C3=O)cc1,.,5.3
C[C@@H]1CN([C@H](C)CO)C(=O)Cc2cc(NS(=O)(=O)c3ccccc3)ccc2O[C@H]1CN(C)C(=O)Nc1ccc2c(c1)OCO2,.,-3.3
CC(=O)Nc1ccc(NC(=O)CN(c2ccc(C)cc2C)S(C)(=O)=O)cc1,-6,0.1
CC(C)NC(=O)N(C)C[C@@H]1OCCCC[C@@H](C)Oc2ccc(NC(=O)NC3CCCCC3)cc2C(=O)N([C@@H](C)CO)C[C@@H]1C,1,.
O=C(C[C@H]1C[C@@H]2c3cc(NS(=O)(=O)c4ccc(F)cc4)ccc3O[C@@H]2[C@@H](CO)O1)NCc1ccc(Oc2ccccc2)cc1,8,0.2
O=C(C[C@H]1CC[C@H](NC(=O)c2ccc3c(c2)OCO3)[C@H](CO)O1)NCc1ccc(Cl)cc1,-6,0.1
N#C[C@H]1[C@@H](c2ccc(C3=CCCCC3)cc2)[C@@H](CO)N1C(=O)C1CCOCC1,.,-0.5
COCC(=O)N[C@@H]1C=C[C@@H](CC(=O)NCc2ccc(Cl)cc2)O[C@@H]1CO,1,0.4
C[C@H]1CN([C@@H](C)CO)S(=O)(=O)c2ccc(-c3cccnc3)cc2O[C@@H]1CN(C)C,-8,-1.5
COc1ccc(NC(=O)Nc2ccc3c(c2)[C@H]2C[C@H](CC(=O)NCc4ccncc4)O[C@@H](CO)[C@H]2O3)cc1,-14,-0.3
C[C@H](CO)N1C[C@H](C)[C@H](CN(C)S(=O)(=O)c2ccc(F)cc2)Oc2c(NC(=O)Nc3cccc4ccccc34)cccc2C1=O,.,2.7
CCC(=O)Nc1ccc2c(c1)C(=O)N(C)C[C@H](OC)[C@@H](C)CN(C(=O)c1cccnc1)[C@@H](C)CO2,-2,0.0
C[C@@H]1CN([C@H](C)CO)C(=O)c2cc(NC(=O)c3ccccc3)ccc2O[C@@H](C)CCCCO[C@H]1CN(C)C(=O)Cc1ccccc1,.,-2.2
C[C@H](CO)N1C[C@H](C)[C@H](CN(C)CC2CCCCC2)Oc2c(NS(=O)(=O)c3ccccc3)cccc2C1=O,10,2.4
C[C@@H]1CN([C@@H](C)CO)C(=O)c2cc(NC(=O)C3CCCCC3)ccc2O[C@@H]1CN(C)C(=O)Nc1cccc2ccccc12,-7,-0.9
CC(C)NC(=O)Nc1ccc2c(c1)C(=O)N([C@@H](C)CO)C[C@H](C)[C@H](CN(C)C(=O)c1ccncc1)OCCCC[C@H](C)O2,18,0.6
O=C(c1ccccc1)N1Cc2ccccc2[C@H]2OC(c3ccc(OCCCO)cc3)=N[C@@]2(CCS(=O)(=O)c2ccccc2)C1=O,-3,0.3
Cc1ccc2[nH]c(=O)c(CN(C)S(C)(=O)=O)cc2c1,.,5.5
C[C@@H]1CN([C@@H](C)CO)S(=O)(=O)c2ccc(C3=CCCCC3)cc2O[C@@H]1CN(C)C(=O)Cc1ccncc1,-21,.
O=S(=O)(Nc1ccc(Cl)cn1)c1cccc(S(=O)(=O)c2ccccc2)c1,3,0.3
C[C@@H]1CN([C@H](C)CO)S(=O)(=O)c2ccc(-c3ccccc3)cc2O[C@H]1CN(C)C,0,-1.7
C[C@@H]1CN([C@@H](C)CO)C(=O)c2cc(NS(=O)(=O)c3ccc(F)cc3)ccc2O[C@H]1CN(C)S(C)(=O)=O,.,1.6

# Record cards (already shown):
# O=C(c1ccccc1)N1Cc2ccccc2[C@H]2OC(c3ccc(OCCCO)cc3)=N[C@@]2(CCS(=O)(=O)c2ccccc2)C1=O reads EZH2 inh: -3; IDH1 R132H inh: 0.3
# C[C@@H]1CN([C@H](C)CO)C(=O)c2cc(NC(=O)c3ccccc3)ccc2O[C@@H](C)CCCCO[C@H]1CN(C)C(=O)Cc1ccccc1 reads EZH2 inh: .; IDH1 R132H inh: -2.2

# Other results follow.
SMILES,EZH2 inh,IDH1 R132H inh
COCC(=O)Nc1ccc2c(c1)C(=O)N(C)C[C@H](OC)[C@@H](C)CN(C(=O)C1CCCC1)[C@@H](C)CO2,8,-0.3
C[C@@H]1CN([C@@H](C)CO)C(=O)c2cc(C#CCC3CCCC3)cnc2O[C@H]1CN(C)Cc1ccccn1,-3,-0.1
COc1cccc(S(=O)(=O)Nc2ccc3c(c2)[C@H]2C[C@@H](CC(=O)O)O[C@H](CO)[C@H]2O3)c1,5,72*
C[C@H](CO)N1C[C@H](C)[C@@H](CN(C)C(=O)Nc2ccccc2)OCCCC[C@H](C)Oc2ccc(NC(=O)C3CCCCC3)cc2C1=O,.,1.6
O=C(C[C@H]1C=C[C@@H](NC(=O)Nc2ccc(C(F)(F)F)cc2)[C@H](CO)O1)NCc1cc(F)cc(F)c1,2,-0.1
C[C@@H]1CN([C@@H](C)CO)C(=O)c2cc(/C=C/c3ccccc3)cnc2O[C@H]1CN(C)C(=O)CN1CCOCC1,-10,0.3
CC(C)C#Cc1cnc2c(c1)C(=O)N([C@@H](C)CO)C[C@@H](C)[C@H](CN(C)Cc1cncnc1)O2,3,0.0
COc1ccc(S(=O)(=O)Nc2ccc3c(c2)C(=O)N([C@H](C)CO)C[C@H](C)[C@@H](CN(C)C)OCCCC[C@H](C)O3)cc1,-17,.
CC(C)c1cn(CC[C@@H]2CC[C@@H](NC(=O)Nc3cc(Cl)cc(Cl)c3)[C@H](CO)O2)nn1,3,0.3
Cc1ccc(F)c(NC(=O)CSc2ncn(-c3ccccc3)n2)c1,7,-0.3
COc1ccc(-c2ccc(CCC(=O)O)n2-c2ccc(Br)cc2)cc1,12,0.5
COc1ccc(S(=O)(=O)N(C)C[C@H]2OCCCC[C@@H](C)Oc3ccc(NS(=O)(=O)c4cn(C)cn4)cc3C(=O)N([C@H](C)CO)C[C@@H]2C)cc1,.,-4.2
C[C@@H]1CN([C@@H](C)CO)C(=O)c2cccc(NC(=O)c3nc4ccccc4s3)c2O[C@H]1CN(C)S(=O)(=O)c1ccc(F)cc1,.,0.0
C[C@H](CO)N1C[C@H](C)[C@@H](CN(C)C(=O)Nc2ccccc2)Oc2c(NC(=O)NC3CCCCC3)cccc2C1=O,.,-0.4
Cc1noc(C)c1S(=O)(=O)Nc1ccc2c(c1)CC(=O)N([C@H](C)CO)C[C@H](C)[C@@H](CN(C)S(=O)(=O)c1cn(C)cn1)O2,.,0.3
COc1ccccc1-c1ccc2c(c1)O[C@@H](CN(C)S(=O)(=O)c1ccc(C)cc1)[C@@H](C)CN([C@@H](C)CO)S2(=O)=O,.,0.1
C[C@@H]1CN([C@H](C)CO)C(=O)c2cc(-c3ccccc3)cnc2O[C@@H]1CN(C)C(=O)NC1CCCC1,.,-0.2
COCC#Cc1cnc2c(c1)C(=O)N([C@@H](C)CO)C[C@@H](C)[C@H](CN(C)C(=O)C1CCCCC1)O2,4,0.0
Cc1ccc(S(=O)(=O)N[C@@H]2CC[C@@H](CCNC(=O)C3CCCC3)O[C@H]2CO)cc1,-2,-0.1
COc1ccc(S(=O)(=O)N(C)C[C@@H]2Oc3c(NC(=O)Nc4ccc(F)cc4)cccc3C(=O)N([C@@H](C)CO)C[C@H]2C)cc1,.,-0.2
C[C@H](CO)N1C[C@H](C)[C@@H](CN(C)Cc2cncnc2)Oc2cc(-c3ccncc3)ccc2S1(=O)=O,.,-0.8
C[C@@H]1CCCCO[C@@H](CN(C)Cc2ccc(C(=O)O)cc2)[C@@H](C)CN([C@H](C)CO)C(=O)c2cc(NS(=O)(=O)c3cccs3)ccc2O1,.,-8.0
C[C@H]1CN([C@@H](C)CO)C(=O)Cc2cc(NC(=O)Nc3ccc4c(c3)OCO4)ccc2O[C@@H]1CN(C)S(=O)(=O)c1cccs1,.,-3.1
C[C@H](CO)N1C[C@H](C)[C@H](CN(C)S(=O)(=O)c2ccc(F)cc2)OCCCC[C@H](C)Oc2ccc(NC(=O)CCCN(C)C)cc2C1=O,.,2.2
COc1ccc(CN(C)C[C@H]2Oc3ccc(NS(=O)(=O)c4ccc(F)cc4)cc3CC(=O)N([C@H](C)CO)C[C@@H]2C)cc1,.,0.1
CO[C@H]1CN(C)C(=O)c2cc(NC(C)=O)ccc2OC[C@@H](C)N(Cc2cccc(F)c2)C[C@H]1C,9,0.3
O=c1c(OC2OC(CO)C(O)C(O)C2OC2OC(CO)C(O)C(O)C2OC2OC(CO)C(O)C(O)C2O)c(-c2ccc(O)c(O)c2)oc2cc(O)cc(O)c12 (centres undefined),.,-1.4
Cc1noc(C)c1NC(=O)N(C)C[C@H]1Oc2c(NC(=O)C3CCOCC3)cccc2C(=O)N([C@@H](C)CO)C[C@H]1C,.,-0.1
O=C(CSc1nc2ccc(NC(=O)c3ccccc3Cl)cc2s1)Nc1ccc(F)cc1,-7,0.3
CCCNC(=O)Nc1ccc2c(c1)OC[C@@H](C)N(C(=O)c1ccccc1F)C[C@H](C)[C@@H](OC)CN(C)C2=O,30,-0.1
COCC(=O)N1[C@H](CO)[C@H](c2ccc(C3=CCCCC3)cc2)[C@@H]1C#N,.,-0.2
COc1ccc(CN(C)C[C@H]2Oc3c(NC(=O)C4CC4)cccc3C(=O)N([C@@H](C)CO)C[C@@H]2C)cc1,.,2.6

# Reprinted at random: four entries already listed
SMILES,EZH2 inh,IDH1 R132H inh
O=c1c(OC2OC(CO)C(O)C(O)C2OC2OC(CO)C(O)C(O)C2OC2OC(CO)C(O)C(O)C2O)c(-c2ccc(O)c(O)c2)oc2cc(O)cc(O)c12 (centres undefined),.,-1.4
Cc1ccc(S(=O)(=O)N[C@@H]2CC[C@@H](CCNC(=O)C3CCCC3)O[C@H]2CO)cc1,-2,-0.1
C[C@H](CO)N1C[C@H](C)[C@@H](CN(C)Cc2cncnc2)Oc2cc(-c3ccncc3)ccc2S1(=O)=O,.,-0.8
C[C@@H]1CN([C@H](C)CO)C(=O)c2cc(-c3ccccc3)cnc2O[C@@H]1CN(C)C(=O)NC1CCCC1,.,-0.2

# Single values from above.
# IDH1 R132H inh result of COc1ccc(CN(C)C[C@H]2Oc3ccc(NS(=O)(=O)c4ccc(F)cc4)cc3CC(=O)N([C@H](C)CO)C[C@@H]2C)cc1 = 0.1
# IDH1 R132H inh result of O=c1c(OC2OC(CO)C(O)C(O)C2OC2OC(CO)C(O)C(O)C2OC2OC(CO)C(O)C(O)C2O)c(-c2ccc(O)c(O)c2)oc2cc(O)cc(O)c12 (centres undefined) = -1.4

# This is a subset; count on the stated rates, not on these rows.
